# High-throughput results (PubChem BioAssay)
# SMARCA2 act: SMARCA2 function activation, primary screen. 1% of 370,000 active. activation, % at 9.1 µM. MG213 cells, MMTV-luciferase reporter, dexamethasone, overnight; in the data active means activation above about 7.8%;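 further: 0% = vehicle wells and 100% = reference activator wells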
# ADAM10 inh: inhibitors of human ADAM10 | recombinant ADAM10, EDANS/DABCYL FRET peptide cleavage, 3 h | inhibition, % at 7 µM | 0.62% of 370,000 active | O14672;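 active means inhibition above a per-campaign cutoff equal to the mean of compounds falling between control-based bounds plus 3 SD, cut at about 20% in these data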;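 further: 0% = DMSO wells while the 100% control is not disclosed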
# Target sequence (O14672 214-748 limits assumed): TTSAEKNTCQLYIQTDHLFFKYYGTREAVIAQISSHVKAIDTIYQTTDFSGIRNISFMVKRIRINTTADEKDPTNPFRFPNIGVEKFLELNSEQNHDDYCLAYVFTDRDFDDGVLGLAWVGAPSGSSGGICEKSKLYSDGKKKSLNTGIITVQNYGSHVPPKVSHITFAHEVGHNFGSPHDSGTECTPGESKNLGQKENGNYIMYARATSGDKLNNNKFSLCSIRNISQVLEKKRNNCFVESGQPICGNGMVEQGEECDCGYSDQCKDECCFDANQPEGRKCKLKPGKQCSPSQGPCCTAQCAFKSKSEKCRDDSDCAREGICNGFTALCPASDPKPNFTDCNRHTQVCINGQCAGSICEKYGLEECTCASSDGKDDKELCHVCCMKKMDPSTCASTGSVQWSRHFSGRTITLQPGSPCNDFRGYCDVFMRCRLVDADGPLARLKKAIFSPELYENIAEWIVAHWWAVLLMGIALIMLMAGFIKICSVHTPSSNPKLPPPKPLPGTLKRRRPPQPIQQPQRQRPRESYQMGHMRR
# HGIII-sPLA2 inh: Blocks human group III sPLA2 activity | Q9NZ20 | QFRET BODIPY PC-A2 liposome hydrolysis, fluorescence | inhibition, % at 12.2 µM | 0.56% of 370,000 active;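 active means inhibition above mean plus 3 SD of compounds lying within the high and low control bounds, cut at about 19% in these data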;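 further: 0% = median of test compound wells and 100% = no enzyme DMSO wells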
# Target sequence (Q9NZ20 whole entry, looked up): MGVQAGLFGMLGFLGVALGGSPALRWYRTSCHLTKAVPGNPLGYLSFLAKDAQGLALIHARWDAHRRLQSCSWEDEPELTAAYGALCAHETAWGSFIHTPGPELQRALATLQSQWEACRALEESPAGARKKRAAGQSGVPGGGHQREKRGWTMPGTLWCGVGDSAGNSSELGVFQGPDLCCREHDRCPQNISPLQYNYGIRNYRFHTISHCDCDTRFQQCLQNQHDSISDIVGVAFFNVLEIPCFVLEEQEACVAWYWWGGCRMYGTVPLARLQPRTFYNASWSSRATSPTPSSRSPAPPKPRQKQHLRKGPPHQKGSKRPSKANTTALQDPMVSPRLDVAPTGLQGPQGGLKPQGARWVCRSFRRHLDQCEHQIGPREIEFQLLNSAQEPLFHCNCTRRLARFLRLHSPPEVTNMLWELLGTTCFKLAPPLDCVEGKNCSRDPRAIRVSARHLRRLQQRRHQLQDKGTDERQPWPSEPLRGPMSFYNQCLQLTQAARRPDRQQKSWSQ
# GC-B act: GC-B (human) receptor activation. AID 1920062. activation, % at 10 µM. HEK293-GC-B cells, CNP EC30, cGMP TR-FRET; 0% at EC30 CNP, 100% saturating CNP. 0.11% of 370,000 active;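 active means activation at 10 µM reaching about 35% in either raw or pattern-adjusted values, limit read from the data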
# FXN GAA850 act: increases GAA850 frataxin promoter reporter activity. activation, % at 6 µM. 0.56% of 360,000 active. AID 540364. HEK293 lucGAA850 FXN promoter luciferase reporter, 24 h; percent of 10 µM SAHA response;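 active means activation above the average of all compounds screened plus 3 SD, cutoff fixed separately per campaign, cut at about 7.5% in these data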;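 further: 0% = DMSO wells and 100% = 10 µM SAHA wells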
# NPR1 activator: GC-A (human) enzyme activation; P16066; HEK293 GC-A cells, cGMP TR-FRET, EC30 ANP; 0% at EC30 ANP, 100% saturating ANP; activation, % at 10 µM; 0.14% of 370,000 active; in the data active means activation above about 40%
# DAX1 inh-1: inhibitors of DAX1 repression of SF-1 activated StAR promoter; HEK293T StAR-luciferase reporter, SF-1/DAX-1 repression relief; inhibition, % at 6.8 µM; 1.1% of 370,000 active; AID 652010;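 active means inhibition above the mean over all tested compounds plus 3 SD, cut at about 3.6% in these data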;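 further: 0% = DAX-1 cells with DMSO and 100% = cells lacking DAX-1 with DMSO; higher inhibition means more luminescence from relief of DAX-1 repression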
# hcDAF12 agonist: H. contortus DAF-12 activation, primary screen; HEK293 hcDAF-12 lit1-tk-luc reporter, luminescence; 0% DMSO, 100% Δ7-dafachronic acid; activation, % at 6.8 µM; 1.4% of 370,000 active;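 active means activation above the mean of all tested compounds plus 3 SD, cut at about 5.5% in these data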;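 further: 100% = response to 3 µM Δ7-dafachronic acid high control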
# ssDAF12 agonist: activators of S. stercoralis DAF-12 nuclear receptor. activation, % at 6.8 µM. AID 652126. HEK293 ssDAF-12/GRIP1 lit1-tk-luc reporter, luminescence; % of 3 µM dafachronic acid response. 1% of 370,000 active;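 active means activation above the mean over all tested compounds plus 3 SD, cut at about 0.9% in these data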;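 further: 0% = DMSO-only wells and 100% = 3 µM delta7-dafachronic acid wells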
# hgDAF-12 ag: agonists of H. glycines DAF-12 nuclear receptor; activation, % at 6.8 µM; HEK293 GAL4-hgDAF12 UAS-luciferase reporter, agonist luminescence; normalized to butyrate control; 1.8% of 370,000 active;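 active means activation above a cutoff set at the mean of all screened compounds plus 3 SD, cut at about 10% in these data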;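 further: 0% = DMSO wells and 100% = sodium butyrate wells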
# DAX1 inh-2: NR0B1 (DAX1) inhibition; P51843; HEK293 Gal4-DAX1 luciferase reporter, luminescence; inhibition, % at 6.75 µM; 0.99% of 340,000 active; AID 504766;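 active means inhibition above the mean over all tested compounds plus 3 SD, cut at about 4.2% in these data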;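 further: 0% = DAX1-transfected cells with DMSO and 100% = empty-vector control cells with DMSO; inhibition shows as a rise in luminescence from relieved DAX1 repression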
# * marks the source's active call; other numbers are inactive results; i = inactive; . = not tested or not shown.
SMILES,SMARCA2 act,ADAM10 inh,HGIII-sPLA2 inh,GC-B act,FXN GAA850 act,NPR1 activator,DAX1 inh-1,hcDAF12 agonist,ssDAF12 agonist,hgDAF-12 ag,DAX1 inh-2
COc1ccc2c(c1)CCCN2S(=O)(=O)c1ccc(Cl)cc1,-2,6,-2,-7,-3.0,-14,0.1,0.0,-1.9,0.1,1.8
CCn1ncc(NC(=S)Nc2ccc3c(c2)OCO3)c1C(N)=O,2,-17,5,-1,3.0,-1,-0.1,1.0,-0.9,3.3,0.2
COc1ccc(N=CC2=C(O)CCCC2=O)cc1,0,-3,-2,-4,4.0,-1,0.7,0.7,-1.1,3.6,1.6
OCCCc1n[nH]c(=S)n1-c1ccccc1,-3,-7,7,-3,0.4,3,0.2,-1.4,-1.4,-1.3,0.6
CN1CCN(C(=O)Nc2ccc([N+](=O)[O-])cc2)CC1,2,6,-1,5,-0.1,-2,0.2,0.2,-1.0,-1.0,2.3
COc1ccc(OC)c(C(=O)CSc2nc3c(c(=O)n(C)c(=O)n3C)n2C(C)C)c1,1,1,-3,-3,1.0,-3,-0.8,1.5,-1.3,-0.2,-0.2
Cc1ccccc1Nc1nc(N)nc(COC(=O)CC2CC3CCC2C3)n1 (centres undefined),-3,6,-13,5,2.4,-2,0.3,-3.8,-1.4,2.5,-0.2
O=C(CN1C(=O)C2CC=CCC2C1=O)Nc1ccc(F)cc1F (centres undefined),2,-7,13,-3,2.1,1,-1.2,1.5,-0.6,-4.3,0.1
CCN(Cc1cc(=O)n2cc(Cl)c(C)c(Cl)c2n1)Cc1nc2ccccc2c(=O)[nH]1,-1,-9,3,0,0.7,-1,-0.2,-0.9,0.2,-0.1,-0.3
CCOC(=O)c1c(SC)nc(SC)c2c1CCC2,1,6,-3,-14,-2.2,0,0.7,-0.9,-0.8,0.5,0.7
O=C(OCc1ccc([N+](=O)[O-])cc1)C1CC(=O)N(Cc2ccccc2Cl)C1 (centres undefined),7,9,-1,-5,-1.8,-5,-0.7,1.5,-0.7,2.6,3.5
CCN1C(=O)/C(=C\N(C)C)S/C1=N\S(=O)(=O)c1ccc(C)cc1,-4,-3,-2,-1,0.5,2,-1.3,-2.1,-1.7,-1.2,1.6
O=C(Cn1c(=O)oc2ccccc21)Nc1ccc(F)c(F)c1,-1,2,-2,3,-0.9,0,-0.6,-1.6,-0.5,-0.9,0.9
NC(=O)[C@@H]1CCCN1Cc1nc(Cc2ccccc2Cl)no1,-2,-3,3,-5,2.3,3,0.5,-1.0,-1.1,-0.9,0.5
COc1ccc(C(=O)N(C)Cc2ccccc2)cc1Br,-1,11,-5,-3,.,-8,0.2,-0.1,-1.8,-2.1,.
Cc1cccc(C)c1OCc1cc(C(=O)N2CCC[C@H]2C(N)=O)no1,1,-7,-9,2,2.5,-3,-0.5,-0.6,-0.4,-1.5,0.1
Cc1nc2nc(SCc3nc4ccccc4[nH]3)[nH]c2cc1Br,-2,-3,-4,-4,1.0,-4,0.5,3.9,-0.3,0.2,.
COc1ccc(OC)c(NC(=S)NCCSc2ccc(C)cc2)c1,3,9,10,-5,1.3,1,0.4,-3.0,-0.8,-1.4,-1.3
FC(F)(F)c1cc(-c2ccco2)nc(NCc2ccc(Cl)cc2)n1,-3,-24,6,2,3.3,4,-0.8,0.3,-0.6,-0.1,0.3
COc1ccc(-c2cc(C(F)F)n3ncc(C(=O)N4CCN(C(=O)c5ccco5)CC4)c3n2)cc1,-4,i,8,7,0.3,8,-2.4,-3.2,-1.1,-4.4,-1.4
COc1ccc(Cl)cc1NC(=O)Nc1ccc(Br)cn1,0,-1,3,-9,-0.4,3,0.1,6.0*,0.6,3.1,-0.2
Cc1nnc(NC(=O)CSc2nnc(CNC(=O)c3ccccc3F)n2C(C)C)s1,-2,-10,0,1,0.6,2,-0.9,-0.5,-1.0,-1.7,-0.1
O=C(OCC(=O)N1CCCc2ccccc21)c1cccc(C(F)(F)F)c1,-2,3,6,1,-1.6,-1,-0.8,-0.2,-1.1,-1.2,0.1
Cc1ccc(C2CN(c3ccccc3)CC2C(=O)c2ccc(F)cc2)cc1 (centres undefined),0,2,1,0,-0.2,6,0.1,-1.5,-1.4,1.7,-0.6
COc1cccc(Cl)c1NC(=O)N1CCN(c2ccnc3cc(Cl)ccc23)CC1,-1,-1,-18,-6,-0.1,-7,0.3,1.6,-1.7,-0.3,-0.4
# (more compounds)
SMILES,SMARCA2 act,ADAM10 inh,HGIII-sPLA2 inh,GC-B act,FXN GAA850 act,NPR1 activator,DAX1 inh-1,hcDAF12 agonist,ssDAF12 agonist,hgDAF-12 ag,DAX1 inh-2
CCOc1ccc(CCNC(=O)C2CCCN(S(=O)(=O)N3CC(C)CC(C)C3)C2)cc1OCC (centres undefined),-2,-10,1,-3,-0.1,-1,-0.5,1.1,-1.6,1.3,0.7
Cc1ccc(CNC(=O)c2ccc(COc3ccccc3)cc2)cc1,-1,1,3,-1,1.6,0,-0.4,-2.4,-1.5,4.4,-0.2
COc1cc([N+](=O)[O-])ccc1NC(=O)COC(=O)C1=NN(c2ccccc2)C(=O)CC1,-1,-13,6,-4,0.0,-8,1.7,3.8,0.5,4.0,1.7
COc1ccccc1NC(=O)CN1CCN(C2c3ccccc3-c3ccccc32)CC1,-1,-1,-3,-2,3.0,4,0.2,0.0,-0.8,2.1,-0.6
Cn1c(=O)oc2cc(S(=O)(=O)N3CCN(c4cccc(C(F)(F)F)c4)CC3)ccc21,-4,7,3,2,.,-3,-1.5,-1.8,-1.9,0.1,.
CCOc1ccccc1NC(=O)COc1ccc2c(c1)OCO2,1,-1,-4,5,2.6,5,-0.2,2.8,-0.1,2.2,-0.1
Cc1ccc(NCCC(=O)c2cccc([N+](=O)[O-])c2)c(C)c1,8.6*,4,-2,9,1.9,1,0.1,0.9,-1.6,1.6,2.8
OC(c1ccccc1)c1nc(-c2cncnc2)cs1 (centres undefined),-3,0,4,2,1.7,4,0.1,-1.4,-0.9,0.7,.
Cc1cc(N2CCN(Cc3cn(C)nc3-c3cccc(Cl)c3)CC2)cc(C)n1,-5,-6,1,-3,-5.9,0,-2.5,-1.7,-1.8,-3.4,-0.6
CCOc1ccccc1NC(=S)NC1CCCCC1,-3,-5,17,5,-0.7,-2,-0.1,-1.4,-1.0,-2.7,0.6
Cc1cc(NC(=O)CCC(=O)N(CC(=O)NCC2CCCO2)c2cccc(C)c2C)no1 (centres undefined),-2,5,18,8,1.6,0,-0.4,-1.0,-1.6,-0.6,-0.8
Cc1cccc(OC(C)C(=O)N2CCCc3ccccc32)c1 (centres undefined),0,-7,13,-4,0.9,1,-0.2,-0.9,-0.7,-3.5,0.2
C[C@@H](c1ccccc1)N1C[C@@H](COCc2ccccc2)Oc2cc(N3CCC[C@H]3C(N)=O)ccc2S1(=O)=O,0,22*,-7,2,.,-6,0.6,1.5,4.2*,2.6,.
CN(C)c1nc(Cl)nc(NCCOc2ccccc2)n1,-3,-5,3,4,2.5,0,-0.4,-0.4,-1.1,-1.8,4.3*
CC(=O)c1ccc(OCCCC(=O)NCC(c2ccco2)N(C)C)cc1 (centres undefined),0,-9,-2,3,-1.6,2,-0.1,0.5,-0.9,-0.2,0.9
CCC(C)Sc1nc2c(c(=O)[nH]c(=O)n2C)n1Cc1ccc(Cl)cc1 (centres undefined),0,7,4,21,6.2,21,0.7,1.3,-1.2,-1.7,-1.4
Nc1c(C(=O)NCc2ccco2)nnn1-c1ccccc1,-1,0,6,3,0.2,-8,1.4,1.0,-0.5,3.5,0.4
CCN(CC(=O)NCc1cccs1)C(=O)/C=C/c1ccc(C)cc1,-2,-22,11,-5,-1.2,-3,0.7,-0.5,-1.2,-3.0,0.4
COc1ccccc1NC(=O)COc1cc(Br)c(CNCCCN2CCOCC2)cc1OC,-3,9,-4,-4,-4.8,-1,0.5,-2.7,-2.1,-1.8,0.0
O=S(=O)(Nc1ccccc1N1CCOCC1)c1ccc(Cl)s1,0,2,-2,-2,1.7,-10,-0.1,-2.2,-1.0,-0.7,0.3
COc1ccccc1-c1nnc(NC(=O)c2ccc3ncsc3c2)o1,-1,-2,3,-1,3.7,0,0.9,11*,0.3,3.9,-1.1
COC(=O)[C@]12C[C@H](CC(=O)NCC3CCCCC3)C(=O)N(Cc3ccco3)C1=C[C@H](C(C)(C)C)O[C@@H]2C,-1,6,-7,-28,.,-32,-0.5,-1.7,-1.5,-3.9,.
O=[N+]([O-])c1ccc(CNc2ccc(F)cc2)s1,0,-7,2,-3,-0.6,-5,-0.9,1.0,-1.1,-3.4,-1.8
C/C(O)=C(/N=O)C(=O)Nc1ccccc1,0,5,-15,2,0.6,6,0.3,0.9,-1.7,-1.2,1.9
COc1cc(C(=O)NC(=S)NNC(=O)c2ccc3c(c2)OCO3)cc(OC)c1OC,-1,-1,14,1,-1.5,0,-0.4,-0.1,-1.4,3.2,1.1
# (listing goes on)
SMILES,SMARCA2 act,ADAM10 inh,HGIII-sPLA2 inh,GC-B act,FXN GAA850 act,NPR1 activator,DAX1 inh-1,hcDAF12 agonist,ssDAF12 agonist,hgDAF-12 ag,DAX1 inh-2
COc1ccc(N2CCN(C(=O)CCCn3c(=O)[nH]c4cc(Cl)ccc4c3=O)CC2)cc1,-3,5,5,-5,2.0,-8,2.0,-2.1,-0.9,0.0,1.4
c1ccc(CSC2=NCCCN2)cc1,-1,-8,2,-4,0.4,0,-0.6,-0.8,-0.5,-1.8,-0.4
CC[N+](CC)(CC)CCOc1ccc(/C=C/c2ccccc2)cc1,-3,-2,0,-6,-0.9,-1,-1.6,-0.3,-1.1,-6.6,-0.6
O=C(Nc1ccccc1)C(O)C(O)C(=O)Nc1ccccc1 (centres undefined),1,-11,4,5,2.3,-3,-1.0,-1.5,-1.1,-1.6,1.1
CCN(C[C@H]1N[C@@](CC)(C(=O)OC)[C@H]2C(=O)N(Cc3ccccc3)C(=O)[C@@H]12)S(=O)(=O)c1ccc(OC(F)(F)F)cc1,2,19,-7,-4,11*,-10,-1.7,1.2,-0.8,-4.2,-0.1
CCCOc1ccccc1NC(=O)c1c(-c2ccccc2)noc1C,-1,5,0,-7,-1.6,-19,-2.0,-3.1,-0.8,-2.8,3.6
O=C(Cn1nnc(-c2cccs2)n1)NCc1cccs1,-2,-6,-1,0,1.1,5,-1.2,-0.6,-0.9,0.4,1.1
CC(c1nnc(SCC(=O)Nc2cccnc2Cl)n1-c1ccccc1)N(C)C (centres undefined),1,3,1,1,3.4,1,-0.3,-2.7,-1.0,-0.8,0.2
O=C(O)CN1C(=O)/C(=C\c2ccc(OC(=O)c3ccco3)cc2)SC1=S,1,-1,-20,1,-1.3,-1,-0.3,0.1,-0.5,3.6,1.1
O=C(CC1C(=O)NCCN1Cc1ccccc1)NC1CCCCCC1 (centres undefined),-4,-9,-7,6,3.6,-1,0.3,0.8,-0.2,-2.3,0.6
